# Screens: PubChem, National Center for Advancing Translational Sciences (NCATS)
# KDM5B inh: blocks human KDM5B histone demethylase activity; 220,000 tested, 2.6% active; Q9UGL1; KDM5B demethylase, FDH-coupled NADH fluorescence (FDH is formaldehyde dehydrogenase); Potency, µM (doses to about 57.7 µM), inactives show top-dose activity change, negative = inhibition, most hits filed as inhibitors; active means well fitted inhibition curve with a large enough effect; inconclusive means small, poorly fitted or top-dose-only effect; inactive means no such curve, though single readings can be large or run the other way; further: 0% is about no effect; nearly all actives have a fitted effect of over 70% in size
#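 KDM5BΔAP (200 nM final) in 50 mM HEPES pH 7.5, 0.01% Tween-20 was preincubated 10 min at RT with compound over a concentration range. Substrate mix (H3K4me3 12.5 µM, α-KG 25 µM, Fe²⁺, ascorbate, NAD⁺, FDH) was added, and NADH fluorescence change over 30 min gave dose-response curves.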
# The depositor's hits bear a star; ? = inconclusive; [ ] = another dose, or the depositor's remark. Potency means the concentration at half of the fitted maximal effect. Only part of the results is shown; the hit share may differ from the screen's.
cpd	SMILES	KDM5B inh
1	Cc1cc(-c2cc3c(cn2)N(C)CCN(C)C3)ccn1	32µM*
2	O=C(c1ccc(CSc2ncccn2)o1)N1CCC(N2CCCC2=O)CC1	-15%
3	Cc1ccc(-c2cc(C(=O)NCc3c(C)cc(C)[nH]c3=O)c3c(c2)N(C)CCO3)cc1	?
4	COc1ccc(C(=O)N2CC[C@H](c3nnc(-c4ccccc4OC)o3)C2)cc1OC	-24%[86.2 µM]
5	CCC(C)NC(=O)[C@@H](NC(=O)N1CCn2c1nc1ccccc12)C(C)C (stereo partly drawn)	-8%
6	O=C(COc1ncnc2ccc(Br)cc12)Nc1ccccc1	14%
7	COc1ccc(C(=O)N2CCC3(CC2)NC(=O)N(Cc2ccccc2)C3=O)cc1F	-5%
8	CC1=NS(=O)(=O)N(CCCN2C(=O)c3ccccc3C2=O)C=C1C(=O)O	-14%
9	COCCNC(=O)NC(=O)CN(CC(C)C)C1CC1	3%
10	COC(=O)c1ccc(C2C(C(=O)OC)C(=O)CC(C)(O)C2C(=O)OC)cc1 (stereo not drawn)	0%
11	CN(C)CC(=O)N1Cc2ccccc2CC2(CCCN(CC3CCNC3)C2)C1 (stereo not drawn)	?
12	CCOC(=O)C(C(=O)OCC)C(Nc1cccc(C)c1)c1ccccc1 (stereo not drawn)	-11%
13	CCn1ccc2cc(S(=O)(=O)N3CCCN(C(=O)NCCOC)CC3)ccc21	3%
14	Cc1cccc(-c2c(NC(=O)c3ccco3)oc3ccc(Cl)cc3c2=O)c1	-14%
15	CCCOc1cccc(CNc2ccc(F)cc2)c1	-8%
16	CCOC(=O)N1CCC(N2CCCC(CCC(=O)Nc3ccc(OC)c(Cl)c3)C2)CC1 (stereo not drawn)	1%
17	O=C(Nc1ccccc1-n1cncn1)C1CC(=O)N(c2ccccc2Br)C1 (stereo not drawn)	3%
18	Cn1nc(CC(=O)NCC(=O)OCc2ccccc2)c2ccccc2c1=O	2%
19	Cc1cccc(C(=O)N2C[C@@H](Oc3ccccc3)C[C@H]2C(=O)N2CCCC2)c1	40%[activator]
20	O=C(NCc1ccc(F)cc1Cl)c1cc(=O)[nH]c2ccc(S(=O)(=O)N3CCCCC3)cc12	-22%
21	Cc1cc(-c2ccc(C)c(S(=O)(=O)Nc3cccc(C)n3)c2)on1	?
22	CN1C[C@@H](NC(=O)CC(C)(C)CC(=O)O)C[C@H]1c1nc(-c2ccc3ccccc3c2)no1	-1%
23	CCS(=O)(=O)c1nc(S(=O)(=O)c2ccc(C)cc2)c(NCC(C)C)s1	-2%
24	CC(C)CN1C(=O)c2ccccc2C(C(=O)NCc2cccnc2)C12CCCCC2 (stereo not drawn)	-3%
25	CCOC(=O)C1CCN(C(=O)Nc2c(-c3ccccc3)noc2C)CC1	-5%
26	CC(C)N1C(=O)C(CC(N)=O)=C2CCCCC21 (stereo not drawn)	-9%
27	O=C1NC(=NC2CCCCC2)C2(CCN(Cc3ccccc3)C2)N1c1cc(F)cc(F)c1 (stereo not drawn)	-8%[115 µM]
28	CN(C)CCn1ccc(O)c(Cc2ccc(Cl)cc2)c1=O	6%
29	COc1ccccc1CC(=O)N1CCCc2ncc(C(=O)N(C)c3ccccc3)cc21	-24%[86.2 µM]
30	COc1ccc(-c2cc(C[C@H]3CNCC[C@H]3CC(=O)NCCN(C)C)no2)cc1	1%[86.2 µM]
31	CNC(=O)[C@@H]1CN(C(=O)c2n[nH]c3ccccc23)C[C@H]1COC	-16%
32	Cc1cnc(C(=O)N[C@@H]2CN(c3ccncn3)C[C@H]2CN(C)C)cn1	-5%
33	O=C(CCn1ccc2cc(S(=O)(=O)N3CCCC3)ccc21)NCc1cccc(Br)c1	-22%
34	NC(=O)c1ccc(NC(=O)Cn2c(=O)n(-c3ccccc3)c(=O)c3oc4ccccc4c32)cc1	?
35	COC(=O)c1ccc(C(C2C(=O)CC(C)(C)CC2=O)C2C(=O)CC(C)(C)CC2=O)cc1	-6%
36	Cc1cc(C)cc(NC(=O)c2cn3c4c(ccc(Cl)c4c2=O)OC(C)C3)c1 (stereo not drawn)	-3%
37	CCC(C)(C)NC(=O)Cn1c(C)ccc(NS(=O)(=O)CC)c1=O	-16%
38	O=C(C1CCN(S(=O)(=O)c2ccc(Br)s2)CC1)N1CCN(c2cccc(C(F)(F)F)c2)CC1	-24%
39	O=C(NC[C@H]1O[C@@H]2C[C@@H](CC(=O)N3CCOCC3)O[C@@H]2[C@@H]1O)Nc1cccc(Cl)c1	21%
40	CCC(C)c1ccc(NC(=O)CCn2cnc3c2c(=O)n(C)c(=O)n3C)cc1 (stereo not drawn)	6%
41	CCC(C)Sc1nc2c([nH]c3ccccc32)c(=O)n1C (stereo not drawn)	-18%
42	O=C(Cn1nnc(-c2cccc(C(F)(F)F)c2)n1)NCc1ccc(F)cc1	0%
43	Cc1cc(S(=O)(=O)Nc2cccc(C(=O)O)c2)c(C)c(S(=O)(=O)c2ccccc2)c1	-27%
44	O=C1CC(c2ccccc2)N(C(=O)CNC(=O)c2ccsc2)CCCCCCN1 (stereo not drawn)	9%
45	O=C(Nc1ccc(C(=O)OCc2cc(=O)n3c4c(sc3n2)CCCC4)cc1)c1ccccc1	1%
46	CCOc1ccc(-n2nnc3c(=O)n(Cc4nc(-c5ccc(SC)cc5)no4)cnc32)cc1	4%
47	Cc1ccc2c(Cl)cc(Cl)c(OCC(=O)NC3(C#N)CCCCC3)c2n1	-25%
48	COC(=O)Cn1c(Nc2cccc(C)c2)nc2c1c(=O)n(C)c(=O)n2C	5%
49	O=c1c(S(=O)(=O)c2ccc(Cl)cc2)cn(Cc2ccc(F)cc2)c2ccc(F)cc12	-11%
50	Cc1ccsc1C(=O)NC1CCN(c2cc(-c3ccc(Cl)cc3)[nH]n2)C1 (stereo not drawn)	?
51	CCn1c(C2CCCN(C(=O)NCC(C)C)C2)nn(C)c1=O (stereo not drawn)	11%
52	Cc1cccc(NC(=O)c2sc3nc4c(cc3c2N)CN(C(C)C)CC4)c1	?
53	Cc1occc1C(=O)Oc1ccc(-c2ccc(C#N)cc2)cc1	11%
54	CCCCOc1ccccc1C(=O)Nc1ccc(OCC)c2ncccc12	?
55	O=C1CCN(C(=O)c2ccoc2)CCCCCCN1	-4%
56	COc1cccc(-c2nc3cnccn3c2NCCC(=O)N2CCN(C)CC2)c1	28µM*
57	CCOc1cc(=O)n2c(c1C(=O)Nc1cc(F)ccc1F)CCCC2	19%
58	CC(=O)c1cccc(NC(=O)Cn2nc(C(F)(F)F)c3c2CCC3)c1	-18%
59	COc1cccc(CN2C[C@@H]3C[C@H]2C(=O)N(Cc2ccccc2)c2ccccc2O3)n1	19%[86.2 µM]
60	COc1ccc(C(=O)Nc2nnc(S(=O)(=O)N3CCC(C)CC3)s2)cc1OC	-26%

# (listing goes on)
cpd	SMILES	KDM5B inh
61	O=C1CC(c2ccccc2)N(C(=O)CNS(=O)(=O)c2cccs2)CCCCCN1 (stereo not drawn)	?
62	O=C(NCc1ccc(F)cc1)c1nc(-c2ccc(Cl)cc2Cl)c2cnccn12	56µM*
63	Cc1cc(C)cc(OCCN(C)C(=O)c2cc(=O)[nH]c3ccccc23)c1	14%
64	Cn1nc(C2CCCN(C(=O)C3CCCC3)C2)n(Cc2ccccc2)c1=O (stereo not drawn)	11%
65	O=C(NCC(c1ccc2c(c1)OCO2)N1CCN(c2ccccc2)CC1)C(=O)Nc1cccc(F)c1 (stereo not drawn)	-25%
66	COc1cccc(C(=O)NCC(=O)O)c1	3%
67	Cc1cccc(C)c1-n1nnnc1SC(C(=O)N1CCCC1)c1ccccc1 (stereo not drawn)	15%
68	CC1=C[C@@H](CNS(C)(=O)=O)[C@H](C(C)C)C[C@H]1Cc1nnc(-c2ccncc2)o1	-14%[86.2 µM]
69	O=C(c1cccs1)N(Cc1cccs1)C1CC1	14%
70	CN1CC(=O)N(C2CCNC2)Cc2c(NC3CCOC3)ncnc21 (stereo not drawn)	?
71	O=C(Cn1c(=O)nc(-c2ccccc2F)c2cc(Cl)ccc21)N1CCN(c2ccccc2F)CC1	-9%
72	CCOc1ccc(-c2cc(OC(=O)c3ccc(OC)cc3)c3c(C)oc(C)c3c(=O)c2)cc1	?
73	Cc1occc1-c1nc(-c2cccc(Br)c2)no1	-5%
74	CCN(Cc1ccccc1)C(=O)C(CC(C)C)NS(=O)(=O)c1ccc2c(c1)CCN2C(C)=O (stereo not drawn)	-15%
75	CCCCN(CCCC)C1=C(C(=O)c2ccccc2)N(CC)S(=O)(=O)c2ccccc21	?
76	COCC(=O)NC[C@H]1OC[C@@H](NCC(C)(C)C)[C@@H]1O	-3%[115 µM]
77	O=C1CC(c2nc3ccccc3n2CCN2CCOCC2)CN1c1ccccc1 (stereo not drawn)	-22%
78	O=C(c1cn2ccsc2n1)N1CC[C@H](CO)[C@@H](O)C1	-3%
79	Cc1ccccc1Cn1nc(C)c(NC(=O)NC2CCCC2)c1C	10%
80	COc1ccc(CN2CCNc3cnc(OCc4cccnc4)cc3C2)cc1O	-28%[86.2 µM]

# Single entries from the entries so far.
# For KDM5B inh, O=C(NCc1ccc(F)cc1)c1nc(-c2ccc(Cl)cc2Cl)c2cnccn12 has the entry 56µM*
# For KDM5B inh, CC1=C[C@@H](CNS(C)(=O)=O)[C@H](C(C)C)C[C@H]1Cc1nnc(-c2ccncc2)o1 has the entry -14%[86.2 µM]

# Other results follow.
cpd	SMILES	KDM5B inh
81	CCc1nc2c(c(-c3ccc(OC)cc3)n1)CCN(Cc1ccnn1C)CC2	?
82	CCN(CC)CCNC(=O)c1ccc2c(=O)n3nc(Nc4ccccc4)sc3nc2c1	-41%
83	CCS(=O)(=O)N1CCc2cc(C(=O)Nc3ccc(OC)cc3OC)ccc21	-49%
84	CCOC(=O)/C=C/SC(S/C=C/C(=O)OCC)=C(C#N)C(N)=O	?
85	O=C(COc1ccc(Cl)cc1)NCC(c1ccco1)S(=O)(=O)c1ccc(Cl)cc1 (stereo not drawn)	-19%
86	CCCCSc1nc(N)cc(N2CCCC(C(=O)N3CCOCC3)C2)n1 (stereo not drawn)	?
87	Cc1ccc(C)c(NC(=O)c2ccc3c(c2)CCCN3S(C)(=O)=O)c1	4%
88	O=C(CN1CCC2(CC1)OCCO2)Nc1cc(Cl)cc(Cl)c1	22%
89	Cc1cccc(OCCc2noc(C3CN(C(=O)NCC4CCCO4)C3)n2)c1 (stereo not drawn)	3%
90	CN1CCC(N2CC[C@@H]3C(=O)NCCCCCCN(Cc4ccncc4)[C@@H]3C2)CC1	-26%
91	CCc1ccccc1NC(=O)N1CCC(Oc2ncccc2C(=O)N2CCCCC2)C1 (stereo not drawn)	-3%
92	CC(=O)N1CCCN(C(=O)Cc2nc(-c3cccs3)oc2C)CC1	?
93	CC(C)NC(=O)/C(C#N)=C\c1ccc(O)cc1	-17%
94	CC(C)CC(=O)N1CCC2(CC1)N(C)C(=O)CS2(=O)=O	12%
95	CN(CC1CCN(CCc2cccc(F)c2)CC1)C(=O)COc1cccnc1	-4%
96	O=S(=O)(c1ccc(F)cc1)N1CCCC(Cc2noc(-c3ccncc3)n2)C1 (stereo not drawn)	15%
97	Cc1c(Cl)cccc1NC(=O)c1cc2nc(-c3ccc4c(c3)OCO4)cc(C(F)(F)F)n2n1	12%
98	O=C1c2ccccc2S(=O)(=O)N1Cc1nc(-c2ccc(Cl)c(Cl)c2)cs1	15%
99	Cc1ccc(CNC(=O)N2CCC(c3noc(-c4cccnc4)n3)C2)cc1 (stereo not drawn)	-12%
100	CCCn1c(C)c(CC(=O)NCC2CCCOC2)c2c1CC(C)(C)CC2=O (stereo not drawn)	3%

# Entries above with a COOH group (4):
cpd	SMILES	KDM5B inh
8	CC1=NS(=O)(=O)N(CCCN2C(=O)c3ccccc3C2=O)C=C1C(=O)O	-14%
22	CN1C[C@@H](NC(=O)CC(C)(C)CC(=O)O)C[C@H]1c1nc(-c2ccc3ccccc3c2)no1	-1%
43	Cc1cc(S(=O)(=O)Nc2cccc(C(=O)O)c2)c(C)c(S(=O)(=O)c2ccccc2)c1	-27%
66	COc1cccc(C(=O)NCC(=O)O)c1	3%

# Four of the compounds above, field by field:
90. CN1CCC(N2CC[C@@H]3C(=O)NCCCCCCN(Cc4ccncc4)[C@@H]3C2)CC1
  KDM5B inh = -26%

91. CCc1ccccc1NC(=O)N1CCC(Oc2ncccc2C(=O)N2CCCCC2)C1 (stereo not drawn)
  KDM5B inh = -3%

92. CC(=O)N1CCCN(C(=O)Cc2nc(-c3cccs3)oc2C)CC1
  KDM5B inh = ?

93. CC(C)NC(=O)/C(C#N)=C\c1ccc(O)cc1
  KDM5B inh = -17%

# The list continues:
cpd	SMILES	KDM5B inh
101	Cc1ccccc1-c1cc(C(=O)NCCN2CCNC2=O)c2c(c1)N(C)CCO2	40µM*
102	COc1cccc(CC(=O)Nc2ccc3c(c2)CN(Cc2ccccc2)C(=O)C(C)O3)c1 (stereo not drawn)	?
103	O=C(OCC(=O)N1CCCc2ccccc21)c1ccc2c(c1)S(=O)(=O)c1ccccc1C2=O	-22%
104	COc1cc(F)ccc1-c1cn(C)c(=O)n2cc(CN3CCOCC3)nc12	24%[86.2 µM]
105	CCOc1ccc(C(=S)N2CCN(CCO)CC2)cc1OC	15%
106	CS(=O)(=O)N(Cc1cccnc1)C1CN(C(=O)CC2CCCCC2)C1	9%
107	Cc1ccc2nc(-c3ccc(NC(=O)Cc4ccccc4)cc3)sc2c1	?
108	CN(C)C(=O)N1CCCC(C(=O)NCCc2nc(-c3ccccn3)no2)C1 (stereo not drawn)	3%
109	Fc1cccc(-c2nc(CN3CCCC3c3ccsc3)co2)c1 (stereo not drawn)	-29%
110	CCCCCCCCN1C(=O)[C@@H](CC(=O)NCc2cccc3ccccc23)C[C@@]2(C(=O)OC)C1=C[C@H](C(C)C)O[C@@H]2C1CC1	13%
